Granule exo inh – LAMP-1 surface exposure blockers, TALL-104 cells – cell-based, flow cytometry, MLPCN library, primary screen; 360,000 compounds, 0.66% hits; TALL-104 LAMP-1 surface exposure; cells stimulated with thapsigargin and PMA; inhibition, % at 10 µM;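 active = inhibition above about 55%, limit read from the data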
HTR2A ag – mouse Htr2a agonists via beta-arrestin recruitment, primary screen, cell-based, luminescence | 5-hydroxytryptamine receptor 2A (Mus musculus), P35363 | CHO-K1 mHTR2A beta-arrestin complementation; percent of 30 µM serotonin response | activation, % at 7.6 µM | 360,000 compounds, 0.66% hits | AID 624169, 2012;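 active = activation above a run cutoff, the mean activation of all tested compounds plus 3 SD, cut at about 14% in these data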;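 also: 0% = plate median of compound wells and 100% = 30 µM serotonin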
MC4R antagonist – MC4R antagonists of cAMP signaling, primary screen, cell-based, TR-FRET, antagonist arm of biased-ligand search; Melanocortin receptor 4 (Homo sapiens), P32245; 360,000 compounds, 0.48% hits; MC4R-expressing cells, MTII-stimulated cAMP, LANCE TR-FRET; inhibition, % at 6.5 µM;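 active = inhibition above its plate's cutoff, the mean of tested wells on that plate plus 3 SD, cut at about 29% in these data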;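 also: 0% = Melanotan II alone and 100% = Melanotan II plus saturating MCL0020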
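material = U2OS cells stably expressing human melanocortin 4 receptor (MC4R) | also added = Melanotan II challenge | dosing = single nominal compound dose of 6.5 µM | detection = TR-FRET with Eu-cAMP and labeled anti-cAMP, 671 nm | replication = singlicate | timing = compound 30 min, challenge 1 h, detection 1 h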
Cardio protect – cardioprotection against H2O2-induced cell death, primary screen, uHTS, H9c2 cells, ATPLite luminescence; protection from H2O2 cell death, % at 20 µM; H9c2 cardiomyocytes, H2O2 injury protection, 2 h; 360,000 compounds, 0.63% hits;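 active = compounds giving at least 50% protection of heart cells from peroxide-induced death in the single-dose screen, raw or plate-pattern-corrected value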;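 also: 0% = DMSO wells with peroxide and 100% = DMSO wells without peroxide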
MC4R ag barr – MC4R agonists recruiting beta-arrestin, primary screen, cell-based, luminescence, agonist arm of biased-ligand search; Melanocortin receptor 4 (Homo sapiens), P32245; U2OS MC4R beta-arrestin complementation; percent of melanotan II response, DMSO zero; activation, % at 8.9 µM; 360,000 compounds, 0.98% hits; AID 540308, 2011;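 active = activation above a per-plate cutoff, the mean activation of sample wells on that plate plus 3 SD, cut at about 8% in these data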
PDI turbidity – inhibitors of human PDI, primary screen, biochemical, turbidity, single point, plate reader. Protein disulfide-isomerase (Homo sapiens), P07237. PDI insulin aggregation turbidity, A650, 90 min. inhibition, % at 10 µM. 350,000 compounds, 0.052% hits;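 active = mean inhibition across replicates of 30% or more, whatever share of single replicates reach that level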;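 also: absorbance from insulin aggregation driven by PDI reduction with DTT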
ABHD5 PLIN5 PPI – ABHD5-PLIN5 interaction inhibitors, primary screen, cell lysate, split luciferase complementation, luminescence; Split G. princeps luciferase complementation, 4 h; 360,000 compounds, 0.78% hits; Perilipin-5 (Homo sapiens) + 1-acylglycerol-3-phosphate O-acyltransferase ABHD5 (Homo …; inhibition, % at 4 µM;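 active = inhibition above the mean inhibition across every tested compound plus 3 SD, cut at about 22% in these data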;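 also: 0% = DMSO only wells and the 100% control is not disclosed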
N-glyco inh – increase of ERlucT glycosylation luciferase signal, primary screen, N-linked glycosylation inhibitor project, D54 ERlucT cells, luminescence, set 2 | D54 ERlucT glycosylation luciferase reporter, 24 h; percent of 100 nM tunicamycin response | reporter increase, % at 12.5 µM | 360,000 compounds, 0.23% hits;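 active = mean luciferase reporter signal, scaled so untreated is 0 and the glycosylation-blocking control 100, at or above a set limit in every replicate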;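 also: luciferase carries N-glycosylation sites so blocking glycosylation raises the light; 0% = median of neutral control wells and 100% = median of 100 nM tunicamycin wells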
ABCB6 inh 2 – ABCB6 transporter inhibitors, primary screen, K562-ABCB6 cells, flow cytometry, MLPCN library. ATP-binding cassette sub-family B member 6 (Homo sapiens), Q9NP58. K562-ABCB6 porphyrin accumulation, 1 h; stronger effect = lower value. fluorescence ratio to DMSO, % at 10 µM. 360,000 compounds, 0.19% hits;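 active = fluorescence ratio to DMSO below 75%, the collection mean minus 3 SD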;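 also: signal is porphyrin accumulated inside mitochondria; 100% equals median channel fluorescence of DMSO control wells; lower ratio means ABCB6 inhibition with less porphyrin fluorescence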
Target sequence (Q9NP58 whole entry, looked up): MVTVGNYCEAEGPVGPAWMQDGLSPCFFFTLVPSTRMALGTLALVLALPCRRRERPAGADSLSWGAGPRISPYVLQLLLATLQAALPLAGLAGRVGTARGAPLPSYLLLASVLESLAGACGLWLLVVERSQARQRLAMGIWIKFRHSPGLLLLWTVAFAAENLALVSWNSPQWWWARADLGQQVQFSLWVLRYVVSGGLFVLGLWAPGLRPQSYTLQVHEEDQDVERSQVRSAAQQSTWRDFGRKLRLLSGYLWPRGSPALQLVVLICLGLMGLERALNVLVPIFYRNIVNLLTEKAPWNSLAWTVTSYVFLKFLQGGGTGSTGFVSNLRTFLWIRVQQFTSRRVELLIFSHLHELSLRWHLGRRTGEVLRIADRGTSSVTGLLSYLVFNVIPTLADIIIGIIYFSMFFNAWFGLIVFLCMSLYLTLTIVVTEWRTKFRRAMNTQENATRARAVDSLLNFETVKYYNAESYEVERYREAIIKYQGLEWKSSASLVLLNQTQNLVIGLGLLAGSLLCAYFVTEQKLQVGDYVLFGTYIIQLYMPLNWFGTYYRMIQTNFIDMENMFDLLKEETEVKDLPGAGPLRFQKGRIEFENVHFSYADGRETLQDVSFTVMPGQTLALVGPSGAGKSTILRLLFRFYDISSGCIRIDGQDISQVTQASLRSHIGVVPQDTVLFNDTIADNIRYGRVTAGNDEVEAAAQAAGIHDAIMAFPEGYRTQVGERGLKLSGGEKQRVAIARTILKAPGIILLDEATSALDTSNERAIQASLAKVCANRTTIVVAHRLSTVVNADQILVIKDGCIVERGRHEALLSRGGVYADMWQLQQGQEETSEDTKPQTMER
CaV13 FRET inh – Disruptors of the CACNA1D IQ motif to Ca2+-dependent inactivation inhibitor domain association, primary screening, Förster resonance energy transfer in intact living …; HEK cells, CFP/YFP FRET ICDI-IQ, plate reader, 10 min; percent FRET-ratio fall versus neutral wells; 340,000 compounds, 0.098% hits; inhibition, % at 12.3 µM;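 active = mean replicate inhibition of at least 30% and at least 1% of replicates passing that level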;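 also: 0% = median of the neutral control wells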
The depositor's hits bear a star; · = no result given. No enrichment for hits; 4.2% or so of the library scored in one or more.

SMILES,N-glyco inh,MC4R ag barr,Cardio protect,ABHD5 PLIN5 PPI,Granule exo inh,ABCB6 inh 2,MC4R antagonist,PDI turbidity,HTR2A ag,CaV13 FRET inh
COc1ccc(N(C(=O)/C=C/c2ccccc2)C2=CC3CCC(C2)N3C)cc1 (centres undefined),1,0.3,-3,9,3,99,-14,5,-3,-3
CN(C)c1ccc(/C=C2\CCCc3c2nc2ccccc2c3C(=O)O)cc1,1,0.6,-10,1,-18,101,-5,-13,3,-12
CCOC(=O)N1CCN(S(=O)(=O)c2cc(-c3nn4c(C)nnc4c4ccccc34)ccc2C)CC1,3,0.3,9,8,7,83,2,-9,8,-5
Cc1cccc(C)c1NC(=O)CSc1nnc(NC(=O)CN2CCOCC2)s1,-2,0.5,9,0,0,105,5,8,3,-4
COc1ccc(C)cc1NC(=O)NNC(=O)C1CCC(C(C)(C)C)CC1 (centres undefined),0,2.3,-9,-1,0,90,3,-1,-2,10
CCC(C)c1ccc(S(=O)(=O)N2CCN(C(=O)c3ccc(Cl)c(S(=O)(=O)N4CCOCC4)c3)CC2)cc1 (centres undefined),-3,-4.4,-11,-7,5,92,11,3,0,-4
C=CCn1c(N(C)C)nc2c1c(=O)[nH]c(=O)n2C,1,-0.5,8,5,0,99,15,-10,0,-5
COc1ccc(-n2c(=S)[nH]c3cc(C(=O)Nc4cc(OC)c(OC)c(OC)c4)ccc3c2=O)c(OC)c1,3,-0.7,31,-2,-2,97,14,-3,-4,-2
CC1CCC(NC(=O)CCN2C(=O)C3CC=CCC3C2=O)CC1 (centres undefined),-3,-0.8,11,-10,13,94,4,9,6,-5
CN(C(=O)c1cccc(NC(=O)Cc2ccc([N+](=O)[O-])cc2)c1)C1CCC1,2,-1.4,-3,5,-4,99,1,-1,3,-11
CCOC(=O)C1CCCN(C(=O)c2cc(-c3ccccc3)on2)C1 (centres undefined),-1,1.0,4,-2,-2,101,2,2,-4,-5
Cc1ccnc(NC(=O)c2ccc(OCC3CCCO3)cc2)c1 (centres undefined),-22,-2.8,-17,5,1,96,8,-11,3,-5
O=C(CN1CCOCC1)Nc1scc(-c2ccccc2)c1C(=O)N1CCOCC1,-2,-2.8,5,-1,0,98,8,-5,3,-3
CN1C(=O)C(CC(=O)NCCc2ccccc2)N(NC(=O)c2cccc(F)c2)C1=S (centres undefined),-1,1.3,8,7,7,93,6,0,0,-3
C=C1C(C(=O)Nc2ccc(OCC)cc2)C1C(=O)Nc1ccc(OCC)cc1 (centres undefined),-2,-1.7,-3,-1,5,89,1,-12,5,-17

Record cards (already shown). Screens in order: N-glyco inh | MC4R ag barr | Cardio protect | ABHD5 PLIN5 PPI | Granule exo inh | ABCB6 inh 2 | MC4R antagonist | PDI turbidity | HTR2A ag | CaV13 FRET inh
Cc1ccnc(NC(=O)c2ccc(OCC3CCCO3)cc2)c1 (centres undefined) across the screens: -22 | -2.8 | -17 | 5 | 1 | 96 | 8 | -11 | 3 | -5
CCOC(=O)N1CCN(S(=O)(=O)c2cc(-c3nn4c(C)nnc4c4ccccc34)ccc2C)CC1 across the screens: 3 | 0.3 | 9 | 8 | 7 | 83 | 2 | -9 | 8 | -5
Cc1cccc(C)c1NC(=O)CSc1nnc(NC(=O)CN2CCOCC2)s1 across the screens: -2 | 0.5 | 9 | 0 | 0 | 105 | 5 | 8 | 3 | -4
CC1CCC(NC(=O)CCN2C(=O)C3CC=CCC3C2=O)CC1 (centres undefined) across the screens: -3 | -0.8 | 11 | -10 | 13 | 94 | 4 | 9 | 6 | -5
CN1C(=O)C(CC(=O)NCCc2ccccc2)N(NC(=O)c2cccc(F)c2)C1=S (centres undefined) across the screens: -1 | 1.3 | 8 | 7 | 7 | 93 | 6 | 0 | 0 | -3

The listing continues:
SMILES,N-glyco inh,MC4R ag barr,Cardio protect,ABHD5 PLIN5 PPI,Granule exo inh,ABCB6 inh 2,MC4R antagonist,PDI turbidity,HTR2A ag,CaV13 FRET inh
CC(Sc1nnc(-c2ccc(OC(F)F)cc2)o1)C(=O)NCC1CCCO1 (centres undefined),1,-1.2,2,3,-3,93,7,4,-4,-5
COc1cccc(CN(C)C(=O)CSc2nc3ccccc3[nH]2)c1OC,-1,0.4,-1,1,0,96,-1,4,-2,-4
Cc1ccc(-c2cc(C(=O)N/N=C/c3c[nH]c4ccccc34)n[nH]2)o1,-1,-0.3,2,0,-7,97,-6,-2,4,-2
CCc1nnc(NC(=O)CSc2nc(C)cs2)s1,-2,-0.6,-1,1,1,94,1,4,2,-4
Cc1ccc(N(C(=O)Cn2nnc(-c3ccccc3F)n2)C(C(=O)NC2CCCC2)c2ccncc2)cc1 (centres undefined),-1,0.1,1,8,-5,99,14,-2,-2,-4
Cc1cc(C)n2nc(CNS(=O)(=O)c3cccc([N+](=O)[O-])c3)nc2n1,-1,-1.1,0,-4,-1,96,8,12,5,-5
CCCCCC(=O)NNC(=S)NC(C)=O,2,0.8,7,-3,0,104,0,-2,4,-3
O=C(N[C@@H]1CCC(=O)N(CC[C@H](Sc2ccc(Br)cc2)c2ccccc2)CC1)OCc1ccccc1,-4,1.4,-15,-10,-2,97,2,-5,-3,-9
Cc1csc(=O)n1CCC(=O)OCC(=O)Nc1cc(Cl)ccc1[N+](=O)[O-],0,0.0,-2,5,-5,101,-2,-1,6,·
CN(C)N1C(N)=C(C#N)C(c2ccccc2)C2=C1CCCC2=O (centres undefined),1,-1.6,-7,-9,1,99,5,8,-1,-8
Fc1ccc(OCCn2cnc(Cl)c2Cl)cc1,-1,1.4,-3,-1,-1,97,-4,-5,4,-12
COc1ccc(CNC(=O)CN2c3ccccc3S(=O)(=O)c3ccccc32)cc1,-2,3.9,0,-9,4,110,4,-5,-3,-3
CCOC(=O)C(CO)(NC(C)=O)C(=O)OCC,1,-2.7,1,5,-2,108,9,-3,1,-4
COc1ccc(C(=O)NCC(=O)N2CCN(c3ccccc3)CC2)cc1,1,-0.7,-1,4,4,97,22,8,1,-4
CC(C)(C)C(=O)C(C(c1ccccc1)N1CCOCC1)N1CCOCC1 (centres undefined),-3,0.5,1,2,10,104,5,-11,5,-5

Of the compounds above, 3 have a nitro group on carbon.
SMILES,N-glyco inh,MC4R ag barr,Cardio protect,ABHD5 PLIN5 PPI,Granule exo inh,ABCB6 inh 2,MC4R antagonist,PDI turbidity,HTR2A ag,CaV13 FRET inh
CN(C(=O)c1cccc(NC(=O)Cc2ccc([N+](=O)[O-])cc2)c1)C1CCC1,2,-1.4,-3,5,-4,99,1,-1,3,-11
Cc1cc(C)n2nc(CNS(=O)(=O)c3cccc([N+](=O)[O-])c3)nc2n1,-1,-1.1,0,-4,-1,96,8,12,5,-5
Cc1csc(=O)n1CCC(=O)OCC(=O)Nc1cc(Cl)ccc1[N+](=O)[O-],0,0.0,-2,5,-5,101,-2,-1,6,·

Limited to MC4R antagonist and MC4R ag barr (2 entries from above):
| molecule | MC4R antagonist | MC4R ag barr |
| --- | --- | --- |
| Cc1ccnc(NC(=O)c2ccc(OCC3CCCO3)cc2)c1 (centres undefined) | 8 | -2.8 |
| O=C(CN1CCOCC1)Nc1scc(-c2ccccc2)c1C(=O)N1CCOCC1 | 8 | -2.8 |

(next part)
SMILES,N-glyco inh,MC4R ag barr,Cardio protect,ABHD5 PLIN5 PPI,Granule exo inh,ABCB6 inh 2,MC4R antagonist,PDI turbidity,HTR2A ag,CaV13 FRET inh
CCn1c(CCNC(=O)c2ccc(C)cc2)nnc1SCc1ccc(Cl)c(Cl)c1,-2,0.6,-3,1,0,95,14,1,-2,-23
CCCCNC(=O)C1(C)CCN1C(=O)c1ccc(F)cc1Cl (centres undefined),2,-1.2,-4,-4,-2,102,-2,6,0,-11
CC(C)c1ccc(NC(=O)[C@@H](NC(=O)N2CC(=O)Nc3ccccc32)C(C)C)cc1,23,-2.9,-2,-9,0,103,7,-12,-2,-7
COC(=O)Cn1nnnc1-c1nc2cc(C)c(C)cc2[nH]c1=O,·,·,·,5,10,101,·,·,4,-8
CCN1CCN(S(=O)(=O)c2ccc(S(=O)(=O)N(CC)Cc3ccccc3)cc2)CC1,-3,3.3,-2,3,-1,96,1,-3,3,-8
Cc1onc(-c2ccccc2)c1C(=O)NCCSCc1ccco1,3,0.5,0,6,-1,95,8,9,-2,-3
CN1CCN(c2ccc(-c3cc(NC=O)c4ncc(-c5ccc(F)c(Cl)c5)n4c3)cc2)CC1,-7,-0.1,-32,9,12,130,13,-8,0,-15
O=S(=O)(Nc1ccc2ccccc2n1)c1ccc2c(c1)CCO2,0,0.7,-3,2,-2,93,3,9,2,-6
CC(C)(C)c1ccc(-c2cc(N)n[nH]2)cc1,-2,3.1,-15,3,-3,102,-1,·,8,-3
OCCC1CN(C2CCN(c3ccccc3)CC2)CCN1Cc1ccc(F)c(F)c1 (centres undefined),1,-0.4,2,4,2,96,0,0,-7,-7
Cc1ccnc(NS(=O)(=O)c2ccc(NC(=O)C3CCCCC3C(=O)O)cc2)n1 (centres undefined),0,0.2,-3,-2,0,105,-2,1,-4,-5
Cc1n[nH]c(=O)n1-c1cccc(C(F)(F)F)c1,2,-1.5,-2,2,2,93,3,-4,-4,-5
COc1ccc2cc3cc(C(=O)NCCc4ccc(OC)c(OC)c4)oc3nc2c1,0,5.9,87*,5,-1,103,6,8,1,-4
COc1ccc(Cc2noc(-c3ccc(C)cc3)n2)cc1,2,-0.3,-10,-7,-2,95,-3,-6,-8,-5
Cc1ccc(NCc2nnc(SCC(N)=O)o2)c(C)c1,1,-2.0,8,5,1,98,3,-1,-5,-6
O=C(NCc1ccco1)c1ccc2c(c1)N(Cc1ccccc1)CCS2,0,0.8,-3,8,-3,101,-3,1,-7,-4
CCOc1ccc(-n2c(-c3ccccc3)c[n+]3c2CCC3)cc1,-3,1.2,-18,-4,10,96,-2,2,0,-3
COc1ccc(Cl)cc1NC(=S)NN1CCOCC1,2,-2.8,0,2,2,92,17,-2,0,-5
CC(=O)Nc1ccc2c(COC(=O)CC3Sc4ccccc4NC3=O)cc(=O)oc2c1 (centres undefined),-2,-3.2,23,0,-2,100,14,-16,-1,1
CN1CCN(C(=O)c2ccc3c(c2)N(Cc2ccccc2F)C(=O)c2ccccc2S3=O)CC1 (centres undefined),3,0.9,-2,-10,-2,99,-1,·,4,-6
